M1 ag parental: nonselective activator or artifact in parental CHO-K1 cells; activation, % at 3 µM; 360,000 tested, 0.48% active; Fluo-8 calcium fluorescence; scaled to maximal ATP response, vehicle zero; AID 602248; in the data active = activation above about 15%;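 also: untransfected CHO-K1 host cells lacking M1 receptor as counterscreen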
CHO-K1 Ca antag: M1 antagonist counterscreen hit in parental CHO-K1 cells; ATP-induced calcium, Fluo-8 fluorescence; inhibition, % at 3 µM; 360,000 tested, 0.6% active;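 active = inhibition above a per-plate cutoff, the plate's mean sample inhibition plus 3 SD, cut at about 24% in these data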;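 also: 0% = DMSO plus EC80 ATP and 100% = DMSO alone without ATP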
V1R ag counter: activates human V1a receptor in oxytocin agonist counter-screen. P37288. CHO-V1R cells, Fluo-8 calcium fluorescence, agonist mode; 0% DMSO, 100% 3 nM vasopressin. activation, % at 3 µM. 320,000 tested, 0.25% active. AID 2797;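 active = activation above the mean activation of all tested compounds plus 3 SD, per screening run, cut at about 20% in these data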;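 also: signal is peak over basal fluorescence ratio across a 100 second FLIPR read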
Target sequence (P37288 whole entry, looked up): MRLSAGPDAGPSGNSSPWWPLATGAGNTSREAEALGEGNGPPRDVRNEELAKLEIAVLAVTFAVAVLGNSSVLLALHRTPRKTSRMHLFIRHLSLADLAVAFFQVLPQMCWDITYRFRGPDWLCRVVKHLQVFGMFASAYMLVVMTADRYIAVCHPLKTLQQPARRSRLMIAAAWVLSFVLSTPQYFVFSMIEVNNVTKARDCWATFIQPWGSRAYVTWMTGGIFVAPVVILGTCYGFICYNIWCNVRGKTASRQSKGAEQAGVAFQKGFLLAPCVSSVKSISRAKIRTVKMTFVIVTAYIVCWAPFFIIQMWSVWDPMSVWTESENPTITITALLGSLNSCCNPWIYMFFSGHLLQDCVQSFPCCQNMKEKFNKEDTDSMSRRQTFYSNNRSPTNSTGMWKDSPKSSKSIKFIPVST
M1 PAM parental: counter-screen for M1 PAMs: effect in parental CHO-K1 cells; activation, % at 3 µM; ATP EC20, Fluo-8 calcium fluorescence; 0% at ATP EC20, 100% at ATP max; 360,000 tested, 0.02% active;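 active = activation above the run cutoff, the mean activation of all test compounds plus 3 SD, cut at about 40% in these data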;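 also: peak over basal fluorescence ratio in a 140 s read after ATP addition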
OXTR potentiator: potentiates the human oxytocin receptor response | P30559 | CHO-OTR cells, Fluo-8 calcium fluorescence, potentiator mode; 0% = oxytocin EC15, 100% = EC100 | activation, % at 3 µM | 320,000 tested, 0.061% active;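 active = activation above that plate's cutoff, the mean activation of tested compounds plus 3 SD, cut at about 6.6% in these data, passing the limit was not always enough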;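 also: 100% uses oxytocin at 75 nM as the full agonist control; some results filed as inactive read as strong as hits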
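test system = CHO-OTR cells, human receptor | compound = single-point 3.0 µM | schedule = 6 min compound pre-incubation at room temperature, 100 s kinetic read | signal = Fluo-8 no-wash calcium dye fluorescence, excitation 470-495 nm, emission 515-575 nm | repeats = single well per compound, singlicate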
M1 ag: activates human CHRM1 receptor. activation, % at 3 µM. CHO-K1 hM1, Fluo-8 calcium fluorescence, agonist mode; 0% DMSO, 100% acetylcholine EC100. 360,000 tested, 0.33% active;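 active = activation above the run's mean compound activation plus 3 SD, cut at about 16% in these data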;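 also: peak over basal fluorescence ratio within a 140 s kinetic read after compound addition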
TAAR1 ag: agonists of human TAAR1 | Q96RJ0 | CHO RD-HGA16 TAAR1, Fluo-8 calcium fluorescence; vehicle wells 0%, saturating PEA agonist 100% | activation, % at 3 µM | 360,000 tested, 0.99% active;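 active = activation above the mean activation of all test compounds in the run plus 3 SD, cut at about 38% in these data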
Target sequence (Q96RJ0 whole entry, looked up): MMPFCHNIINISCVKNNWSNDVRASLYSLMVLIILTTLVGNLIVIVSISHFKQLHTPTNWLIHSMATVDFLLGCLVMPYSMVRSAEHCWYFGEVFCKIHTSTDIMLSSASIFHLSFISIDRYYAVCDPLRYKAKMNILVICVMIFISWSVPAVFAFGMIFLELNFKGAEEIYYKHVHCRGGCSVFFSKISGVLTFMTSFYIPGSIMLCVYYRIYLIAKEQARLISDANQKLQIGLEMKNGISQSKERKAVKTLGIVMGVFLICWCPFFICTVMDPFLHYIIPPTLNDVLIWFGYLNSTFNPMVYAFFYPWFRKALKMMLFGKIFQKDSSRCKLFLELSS
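Signal – calcium-sensitive Fluo-8 signal, excitation 470-495, emission 515-575 nm · System – RD-HGA16 (CHO) cells co-expressing Gα16 and hTAAR1 · Incubation – 17-24 h seeding, 75 min 37 °C dye, 30 min RT · Compound dosing – 3 µM single concentration · Repeats – no replicates (n 1)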
CHO parental Ca: counter-screen: ATP calcium response change in parental CHO cells; 330,000 tested, 0.63% active; AID 463079; parental CHO-K1, ATP-induced calcium, Fluo-8 fluorescence; inhibition, % at 5.6 µM;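 active = inhibition above that plate's mean sample inhibition plus 3 SD, cut at about 26% in these data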;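 also: 0% = ATP-challenged DMSO wells and 100% = DMSO wells without ATP; some compounds past the cut are filed as inactive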
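Material: parental CHO cells / Compound: single nominal dose of 5.6 µM per compound / Signal: Fluo-8 fluorescence / Replicates: singlicate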
TAAR1 antagonist: antagonists of human TAAR1; Q96RJ0; CHO RD-HGA16 TAAR1, Fluo-8 calcium fluorescence, antagonist; inhibition, % at 3 µM; 360,000 tested, 1.5% active;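 active = inhibition above a per-plate cutoff, the mean inhibition of test compounds on that plate plus 3 SD, cut at about 49% in these data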;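 also: 0% = DMSO plus EC80 beta-PEA response and 100% = DMSO alone without agonist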
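Test system: RD-HGA16 CHO cells with stable hTAAR1 and Gα16 / Probe or stimulus: EC80 β-phenethylamine stimulus / Times: seeding 17-24 h prior, 75-min 37 °C, 30-min RT dye loading / Detection: Fluo-8 calcium-sensitive fluorescence / Read-out basis: % inhibition scaled between DMSO and EC80 PEA controls / Repeats: singlicate, one well per test compound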
Active calls of the source: *; . = not tested or not shown.

SMILES	M1 ag parental	CHO-K1 Ca antag	V1R ag counter	M1 PAM parental	OXTR potentiator	M1 ag	TAAR1 ag	CHO parental Ca	TAAR1 antagonist
O=C(Nc1ccc2c(c1)OCO2)N1CCOCC1	0.5	-5	0.2	20	2	-4	6	-4	0
Cc1occc1-c1nnc(SCC(N)=O)o1	0.0	-5	0.7	6	-1	-2	2	-4	-13
NS(=O)(=O)c1cccc(NC(=O)Cn2cc(C(F)(F)F)cc(Cl)c2=O)c1	0.3	-12	0.0	27	0	-3	5	-8	-2
COc1ccc(S(=O)(=O)N(C)CC(=O)NCCCn2ccnc2)cc1Cl	0.3	-17	2.3	4	-11	-8	2	-6	-9
CC1C(=O)N(Cc2cn(CC3CCCCC3)nn2)CCS(=O)(=O)N1Cc1ccc(-c2ccc(Cl)c(Cl)c2)cc1 (configuration not stated)	0.3	7	.	2	.	-2	0	.	-16
COc1ccc(OC)c2c1C(=O)CC2C (configuration not stated)	0.7	-12	.	19	.	-2	3	.	-21
CC1=NN(c2ccccc2)C(=O)C1C=Nc1ccc(N(C)C)cc1 (configuration not stated)	2.0	3	0.9	6	-15	3	8	-6	-19
COc1ccc(NC2c3ccccc3C(=O)N2Cc2ccco2)cc1OC (configuration not stated)	0.1	-3	-0.3	-2	-5	-4	-1	-4	-17
CCOC(=O)c1c(S(=O)(=O)NCC(=O)Nc2cc(C)ccc2C)c(C)n(C)c1C	-0.4	0	-1.9	17	0	3	-3	-18	-22
CN(Cc1ccc(Cl)cc1Cl)C(=O)CN1C(=O)NC2(CCCC2)C1=O	0.1	1	-1.2	11	1	-7	2	-24	-32
CC(C)(C)Cc1nnc(NC(=O)c2ccc([N+](=O)[O-])cc2)s1	-0.2	11	1.9	7	-6	9	3	-9	5
CC(=O)Oc1cccc2c1C(=O)C1CC=CC(OC(C)=O)C1C2=O (configuration not stated)	0.6	-17	.	4	.	-6	-1	.	10
O=C(O)COc1ccccc1/C=N/NC(=O)CSc1nc2ccccc2s1	-0.3	-16	-0.4	5	8	-3	5	-5	-24
Cc1cc(C)cc(N2C(=O)C3CC=CCC3C2=O)c1 (configuration not stated)	0.1	-1	-1.1	19	-3	0	15	-3	-3
Nc1nnc(COc2ccc(Br)cc2Br)s1	1.0	-12	0.3	-1	-5	-2	14	-6	-16
CCN(CC)S(=O)(=O)c1ccc(/C=C/C(=O)OCC(=O)Nc2ccc(S(N)(=O)=O)cc2)cc1	2.1	1	1.5	16	-4	-6	3	-6	17
COc1ccc2c(c1)-c1nc(/N=C/c3c(O)ccc4ccccc34)sc1CC2	0.2	1	.	7	.	-11	3	.	-6
Cc1cc(C(=O)NCCc2ccc(S(N)(=O)=O)cc2)no1	1.4	-19	1.2	19	3	-7	0	-16	3
N#C/C(=C\c1ccc(-c2ccc([N+](=O)[O-])cc2)o1)C(=O)Nc1nc(-c2cccs2)cs1	5.8	-2	2.0	13	-13	-1	1	2	-9
CCOc1ccc(N(CC(=O)NC2CCCCC2)C(=O)CSc2nnc(COc3ccccc3)o2)cc1	-0.1	3	-0.4	12	-2	-2	11	-12	-1
COc1ccc(C2(C)NC(=O)N(CC(=O)NC(C)c3ccc(CC(C)C)cc3)C2=O)cc1 (configuration not stated)	6.0	-19	12	-6	-18	-5	17	-26	-20
CC/C(C)=N\Nc1nc(-c2cc3cc(OC)ccc3oc2=O)cs1	1.9	-1	-0.2	7	-9	-5	1	-18	22
CCc1cccc(NC(=O)CN(c2ccc(OC)cc2)S(=O)(=O)c2c(C)n[nH]c2C)c1	2.5	11	0.7	-2	-7	-6	7	-9	20
O=C1CCCC2=C1C(c1ccco1)Nc1ccc(C(=O)c3ccccc3)cc1N2 (configuration not stated)	1.1	3	0.0	6	-2	-2	4	-12	18
Cc1ccccc1NC(=S)NCc1ccc2[nH]c3c(c2c1)CCCC3	1.4	-2	0.8	24	-9	-8	0	-12	2
CC(OC(=O)/C(C#N)=C/c1ccco1)C(=O)N(C)c1ccccc1 (configuration not stated)	0.3	-8	0.2	13	-2	-4	0	-22	23
COc1ccccc1C(=O)NCc1ccc(-c2nc3ccccc3s2)cc1	0.5	-12	1.3	12	-6	-4	0	-17	-2
Cc1cc(C(=O)OCC(=O)NCCc2ccc(S(N)(=O)=O)cc2)c2ccccc2n1	0.1	-11	-0.4	-2	-5	-3	6	-10	9
Nc1nc(SCC(=O)O)[nH]c(=O)c1NC(=O)c1ccco1	0.3	2	1.6	-15	-13	-1	1	-2	-3
O=C(COC(=O)CCCNC(=O)c1ccc(Cl)cc1)Nc1cc(Cl)c(Cl)cc1Cl	1.2	-9	1.0	29	-1	-5	3	-13	-3
Cc1ccc2c(c1)N(C(=O)CCC(=O)N1CCN(c3ccccc3)CC1)CCO2	0.9	-14	-0.8	16	-2	-3	1	-15	-6
O=C1CCN(CCCN2CCC(=O)N(Cc3ccccc3)C2=S)C(=S)N1Cc1ccccc1	2.2	-7	.	8	.	-5	3	.	8
COc1cccc(CNC(=O)[C@@H]2CCCN2C(=O)[C@H]2CCCCN2C(=O)c2cccs2)c1	3.2	-20	.	22	.	.	3	.	-10
CCOC(=O)c1c(NC(=O)c2cc(C(C)C)on2)sc(C(C)=O)c1C	0.3	-20	0.1	10	-2	13	10	-8	-2
CCN(CC)S(=O)(=O)c1ccc(N2CCOCC2)c(NC(=O)C(=O)c2c(-c3ccccc3)cc3ccccn23)c1	1.8	6	-0.4	20	-12	-1	14	-10	19
CN1CCN(C(=O)/C(=C/c2cn(C)c3ccccc23)NC(=O)c2ccccc2)CC1	0.6	-16	1.3	2	-1	-3	1	-7	5
COc1ccc(S(=O)(=O)Nc2c(C(=O)O)[nH]c3ccc(OC)cc23)c(OC)c1	-0.2	-7	-1.0	-11	-7	-1	-1	-9	-10
CCOC(=O)c1[nH]ncc1CN1CCCC(C(=O)c2cccc(OC(C)C)c2)C1 (configuration not stated)	-0.2	10	0.4	-9	0	-10	12	-12	-10
O=C(OCc1nnc(-c2ccc(Cl)cc2)o1)c1ccc(O)cc1	2.0	-7	3.1	20	-10	-5	15	-7	11
O=[N+]([O-])c1ccc(N2CCN(S(=O)(=O)c3ccccc3[N+](=O)[O-])CC2)cc1NCc1cccnc1	1.0	-6	0.1	5	-2	-12	2	-10	9

In a second layout: results already given
Molecule | M1 ag parental | CHO-K1 Ca antag | V1R ag counter | M1 PAM parental | OXTR potentiator | M1 ag | TAAR1 ag | CHO parental Ca | TAAR1 antagonist
CN1CCN(C(=O)/C(=C/c2cn(C)c3ccccc23)NC(=O)c2ccccc2)CC1 | 0.6 | -16 | 1.3 | 2 | -1 | -3 | 1 | -7 | 5
COc1ccc(C2(C)NC(=O)N(CC(=O)NC(C)c3ccc(CC(C)C)cc3)C2=O)cc1 (configuration not stated) | 6.0 | -19 | 12 | -6 | -18 | -5 | 17 | -26 | -20
COc1cccc(CNC(=O)[C@@H]2CCCN2C(=O)[C@H]2CCCCN2C(=O)c2cccs2)c1 | 3.2 | -20 | . | 22 | . | . | 3 | . | -10

Look-ups from the results shown:
Cc1cc(C(=O)NCCc2ccc(S(N)(=O)=O)cc2)no1 in M1 ag parental is listed with 1.4
COc1cccc(CNC(=O)[C@@H]2CCCN2C(=O)[C@H]2CCCCN2C(=O)c2cccs2)c1 in M1 PAM parental is listed with 22

(continued)
SMILES	M1 ag parental	CHO-K1 Ca antag	V1R ag counter	M1 PAM parental	OXTR potentiator	M1 ag	TAAR1 ag	CHO parental Ca	TAAR1 antagonist
Cc1ccc2nc(NC(=O)Cc3cccs3)sc2c1	7.6	9	0.0	6	-8	-3	-1	-14	15
O=C(NCCC1=CCCCC1)c1ccc(-n2cncn2)cc1	1.1	0	0.2	-16	-4	-3	2	-7	-1
Cc1ccc2c(CN3CCN(c4ccccc4)CC3)cc(=O)oc2c1	0.7	-24	.	18	.	-3	1	.	4
Cc1ccc2c(Cn3ccnc3)cc(=O)oc2c1C	0.0	-14	0.6	17	-4	-4	-2	-10	-10
COc1ccc(/C=C/C(=O)Nc2cc(S(=O)(=O)N3CCOCC3)ccc2N2CCCC2)cc1OC	0.0	-6	0.0	13	-13	-10	6	-2	4
COCC(C)n1c(SCC(=O)Nc2ccc3c(c2)OCCO3)nc2ccccc2c1=O (configuration not stated)	0.3	-12	-0.8	2	-5	-3	-1	-10	9
Cc1ccc(S(=O)(=O)NCCC(=O)NCC(c2ccc(F)cc2)N2CCOCC2)cc1 (configuration not stated)	-0.9	-22	1.6	14	-10	-7	3	-29	-13
Clc1cccc(Cl)c1CSc1nnc(-c2sccc2-n2cccc2)o1	0.5	-8	2.7	9	-19	-3	2	6	33
CCOc1ccccc1/C=N/n1c(C2CCCCC2)n[nH]c1=S	-0.5	-8	-0.8	9	-21	-6	2	-7	-22
CC1(C)CC(=O)c2cc(C(=O)N3CCCC(C)(C)C3)c(=O)n(-c3ccccc3)c2C1	0.2	-7	0.9	18	-18	0	0	-1	-14
CC(C)c1ccc(N2C=Nc3ccc(C(C)C)cc3C2)cc1	4.1	-7	-1.5	12	-12	-6	16	-21	40
Cc1ccc(S(=O)(=O)N(C)C)cc1NC(=O)C(C)OC(=O)C1CCC1 (configuration not stated)	0.1	-8	1.1	9	1	-2	1	-9	5
CN1CCc2cc3c(c4c2[C@H]1[C@H](O)c1ccccc1-4)OCO3	-0.1	-1	-0.2	-3	-3	-13	0	-1	-19
CCC(C)NCCCOc1ccc(Cl)cc1C(C)(C)C (configuration not stated)	0.2	6	0.5	-16	-6	-1	4	-5	-18
CC1CCc2sc3ncnc(N4CCOCC4)c3c2C1 (configuration not stated)	0.9	-4	-0.8	9	8	-4	12	-16	-7
Cc1nnc(NC(=O)CSc2nnc(Cc3cccn3C)n2-c2ccccc2)s1	-0.2	-7	0.4	-1	-3	-2	0	-11	-13
Cc1ccc(-c2ccc(CN3C(C(C)C)C(=O)N(Cc4cn(CCC5OCCO5)nn4)CCS3(=O)=O)cc2)c(C)c1 (configuration not stated)	3.2	10	.	9	.	-5	1	.	14
CN(Cc1cnn(Cc2ccccc2)c1)C(=O)CN=C1NS(=O)(=O)c2ccccc21	0.0	-6	1.1	3	-2	-1	7	-15	-2
Cc1ccccc1NC(=O)c1c(C)nn(-c2ccccc2)c1Cl	0.4	8	-0.3	3	-6	-4	2	-17	3
Cc1nc(-c2ccccc2)nc(Cl)c1Cl	0.1	4	0.8	-6	-7	-8	2	-16	2
O=C(OCc1cccc2ccccc12)C1CC(=O)N(c2ccccc2)C1 (configuration not stated)	0.7	-7	1.9	22	-6	-3	4	-5	27
CC(=O)C[C@H](O)CC(=O)[C@@H]1OC(=O)CCCCCc2ccccc21	-0.2	-9	1.5	-3	4	-1	0	-10	-6

Screening data from PubChem BioAssay.

Random draw from the library (roughly 3.3% active in at least one column).
